PV pol inh – poliovirus RdRp elongation inhibitors, primary screen, biochemical, fluorescence polarization, total intensity; Genome polyprotein (Poliovirus type 1 (strain Mahoney)), P03300; poliovirus polymerase elongation; active compounds read low; % elongation, % (compound at 16.7 µg/mL); actives 0.66% (n = 150,000); AID 588519, 2011; in the data active = % elongation below about 90%; also: some results filed as inactive read as strong as hits
Target sequence (P03300 1749-2209 limits assumed): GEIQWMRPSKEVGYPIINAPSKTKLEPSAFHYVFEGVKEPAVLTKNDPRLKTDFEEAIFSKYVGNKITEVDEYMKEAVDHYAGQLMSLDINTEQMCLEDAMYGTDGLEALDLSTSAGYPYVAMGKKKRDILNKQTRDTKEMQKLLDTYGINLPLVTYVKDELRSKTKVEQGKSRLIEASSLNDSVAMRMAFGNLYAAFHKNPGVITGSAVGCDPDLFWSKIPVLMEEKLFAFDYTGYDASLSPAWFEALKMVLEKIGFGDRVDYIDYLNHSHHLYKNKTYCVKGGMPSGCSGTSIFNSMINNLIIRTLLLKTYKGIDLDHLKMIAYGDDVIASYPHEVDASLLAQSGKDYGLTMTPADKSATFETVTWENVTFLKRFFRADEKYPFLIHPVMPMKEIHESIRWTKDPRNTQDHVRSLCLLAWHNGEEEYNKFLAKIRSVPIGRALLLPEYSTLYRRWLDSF
PV pol inh FP z-score – further read-out of PV pol inh, marked with its call; z-score; measured here: FP z-score; hits read low
The depositor's hits bear a star; & = joins results of further samples. The list is partial; count on the stated rates, not on these rows.

SMILES	PV pol inh	PV pol inh FP z-score
COC(=O)[C@@H](N)CSC/C=C(\C)CC/C=C(\C)CCC=C(C)C	103&101	0.5&0.4
CS(=O)(=O)c1ccc(NC(=O)CSCc2ccc(F)cc2)cc1	103	0.2
Cc1ccc(-c2nc(SCC(=O)NCC3CCCO3)c(-c3ccc(C)cc3)[nH]2)cc1 (configuration not stated)	114	0.5
COc1cc2oc(=O)cc(C)c2cc1OC	101	0.3
O=C(c1nn2c(C(F)(F)F)cc(-c3cccs3)nc2c1Cl)N1CCCc2ccccc21	105	0.2
CC(C)(C)NC(=S)Nc1cccc(C(F)(F)F)c1	101	-0.1
Cn1c(SCc2ccc(Br)cc2)nc2c([nH]c3ccccc32)c1=O	102	-1.3
Cc1cc(C)c(C#N)c(Cl)n1	101	0.3
Cc1cc2ccccc2n1CC(=O)N(C)CCc1cn[nH]c1	95	-3
O=C(NCCN1CCN(Cc2ccccc2)CC1)c1cc(=O)[nH]c2ccc(S(=O)(=O)N3CCCC3)cc12	101	0.1
Cc1ccc(OCC(=O)Nc2ccccc2C(=O)OCc2cc(=O)n3c(C)csc3n2)cc1	105	-0.2
O=C(CSc1nnc(NC(=O)NC2CCCCC2)s1)Nc1ccccc1F	112	1.3

Record cards, as listed above:
Cc1ccc(-c2nc(SCC(=O)NCC3CCCO3)c(-c3ccc(C)cc3)[nH]2)cc1 (configuration not stated) reads PV pol inh: 114; PV pol inh FP z-score: 0.5
COc1cc2oc(=O)cc(C)c2cc1OC reads PV pol inh: 101; PV pol inh FP z-score: 0.3

The list continues.
SMILES	PV pol inh	PV pol inh FP z-score
CC(C)(C)c1ccc(Cn2c(=O)n(Cc3ccc4c(c3)OCO4)c(=O)c3ccccc32)cc1	100	-0.5
C=CCOc1ccc(/C=C2\C(=O)N(c3ccc(S(N)(=O)=O)cc3)N=C2C(F)(F)F)cc1OC	101	-0.1
CCC(C)NC(=O)C(=O)Nc1c2c(nn1-c1ccccc1)CS(=O)(=O)C2 (configuration not stated)	106	0
CCN(C(=O)C1CCN(c2nc(-c3ccc(OC)cc3)no2)CC1)c1ccccc1	103	0.6
Cc1noc(/C=C/c2ccccc2F)c1S(=O)(=O)N1CCC(C(=O)N(C)Cc2ccco2)CC1	110	0.7
O=C(NCCC1=CCCCC1)c1ccc2c(c1)N(Cc1cccc(Cl)c1)C(=O)c1ccccc1S2=O (configuration not stated)	104	-0.2
CN(c1ccccc1)S(=O)(=O)c1ccc(C(=O)c2sc(N3CCOCC3)nc2-c2cccs2)cc1	107	0.3
O=c1nc2n(-c3ccccc3F)c3ccccc3cc-2c(=O)[nH]1	104	0.1
C/C(=N\NC(N)=O)c1ccccc1O	102	0.1
CCCOC(=O)c1ccc(-n2nc(C(F)(F)F)c3c(C)cc(=O)oc32)cc1	105	0.2
COc1ccc(NC(=O)Nc2nnc(N3CCCCCC3)s2)c(OC)c1	111	0.7
O=C(CN1CCCN(S(=O)(=O)c2ccc(Br)cc2)CC1)Nc1cccc(C(F)(F)F)c1	106	0.3

Looked up above.
PV pol inh FP z-score result of `CCCOC(=O)c1ccc(-n2nc(C(F)(F)F)c3c(C)cc(=O)oc32)cc1` stands at 0.2
PV pol inh FP z-score result of `COc1ccc(NC(=O)Nc2nnc(N3CCCCCC3)s2)c(OC)c1` stands at 0.7

(listing goes on)
SMILES	PV pol inh	PV pol inh FP z-score
O=C1O[C@H](C(O)CO)C(O)=C1O (some centres not stated)	101	0.4
O=C1c2ccccc2C(=O)N1CSc1n[nH]c(-c2ccccc2Br)n1	96	-1.3
CCc1ccccc1NC(=O)CCNS(=O)(=O)c1ccc2c(c1)CCN2C(=O)C1CC1	107	0
CNc1cc(=O)n(C)c(=O)n1C	106	0.4
C=CCN1C(=O)C(O)(CC(=O)c2ccccc2)c2ccccc21 (configuration not stated)	101	-0.1
CN(Cc1ccccc1)C(=O)Cn1ncc2c3ccccc3n(Cc3cccc(Cl)c3)c2c1=O	141	3.6
COc1ccc([C@H]2NC(=O)C(=C=[N-])C(=O)[C@@H]2[n+]2ccccc2)cc1	37*	-5.5*
Cc1ccc2c(=O)n(-c3cccc(Cl)c3)c(=O)[nH]c2c1	106	0.7
CC[N+](C)(CC)Cc1cc2ccccc2c2c1COC2	103	0.3
CCCN(c1ccc(C(C)C)cc1)S(=O)(=O)c1ccc2c(c1)CCN2C(=O)CC	107	-1.4
O=C(NC1=NCCS1)C1CCN(S(=O)(=O)c2ccc(Cl)cc2)CC1	103	0
Cc1cccc(S(=O)(=O)N/N=c2\sc3ccccc3n2C)c1	103	0.2
O=C(NCCn1cc(SCc2ccccc2F)c2ccccc21)c1cccs1	106	0.3
Cc1ccc2nc(C)cc(C(=O)O)c2c1	102	-0.1
CC1=C(c2ccc(C)cc2)S(=O)(=O)NC1=NCCCN1CCN(c2ccccc2F)CC1	110	0.6
Cc1cc(C(=O)Nc2cccc(F)c2)c2c(C)nn(-c3cccc(Cl)c3C)c2n1	104	-0.9
COc1ccc(CC(=O)Nc2ccc(-c3nnc(-c4ccc(C)cc4)o3)cc2)cc1	103	1.2
c1ccc(Cn2nnnc2CN2CCCC2)cc1	103	0.9
CCCCC12CN3CC(C)(CN(C1)C3c1c(C)[nH]c(=O)[nH]c1=O)C2=O (configuration not stated)	101	-1.2
COC(=O)C(C)Oc1ccc2oc(=O)cc(-c3cc4ccccc4o3)c2c1 (configuration not stated)	104	0.8
O=C(CS(=O)(=O)c1ccccc1)Nc1ccc(S(=O)(=O)N2CCCCC2)cc1	99	-0.7
CCO/C=C1/C(=O)N(Cc2ccc(OC)cc2)C(=O)c2ccccc21	36*	-6.9*
COc1ccc(NC(C)=O)cc1NC(=O)CN1CCCN(S(=O)(=O)c2ccc(Br)cc2)CC1	101	0.1
CN1C(=O)/C(=C\c2ccccc2)Sc2ccc(C(=O)NCCc3ccccc3)cc21	104	0.7
CC(C)(C)c1ccc(C(=O)N(Cc2ccc(F)cc2)Cc2ccco2)cc1	110	0.5
O=C(O)c1ccc(NNC(=S)NC2CC2)cc1	99	-0.4
Cc1ccn2c(=O)c(NC(=O)c3cccc([N+](=O)[O-])c3C)c(C)nc2c1	106	-0.6
COc1ccc(N2CCN(S(=O)(=O)c3c(C)[nH]c(=O)[nH]c3=O)CC2)cc1	103	-0.1
O=C(/C=C/c1ccco1)Nc1ccc(-c2cc3ccccc3oc2=O)cc1	104	0.8
Cc1cc(C)nc(NS(=O)(=O)c2ccc(NC(=O)COc3ccc(Cl)cc3C)cc2)n1	101	-0.9
Cc1cc(C)c(C#N)c(SCC(O)COc2ccc(Cl)cc2)n1 (configuration not stated)	102	-0.4
Cc1cc(-c2nc(-c3ccnn3C(=O)Nc3cccc(Cl)c3)cs2)no1	109	1.2
S=C=NCc1ccco1	107	0.6
Cc1ccc2c(c1)sc1nc(=O)n(-c3ccc(Cl)c(Cl)c3)c(=O)n12	109	1.4
O=C(Nc1cccc(Cl)c1Cl)c1cc(S(=O)(=O)NCc2ccc3c(c2)OCO3)ccc1F	106	-0.4
CCN1C(=O)C2C(c3ccccc3O)NC(Cc3c[nH]c4ccccc34)(C(=O)O)C2C1=O (configuration not stated)	102	0.1
COc1ccc(N2CC3=C(C2=O)C(c2ccc(Br)cc2)NC(=O)N3C)cc1 (configuration not stated)	105	0.3
CC1CCN(c2nc3c(c(=O)[nH]2)CCNC3)CC1	103	0.5
CCc1ccccc1NS(=O)(=O)c1ccc(-n2cccn2)cc1	102	-0.1
Cc1ccccc1OC(=O)OCC(C)C	97	-1.7
COc1ccc(CN(CCC(c2ccc3c(c2)OCO3)c2ccccc2OC)C(C)=O)cc1 (configuration not stated)	105	0.4
COc1ccc(OC)c(Nc2nc3ccccc3n3c(C)nnc23)c1	106	0.1
CCN1CCC(N(Cc2ccc(F)cc2)C(=O)Nc2cc(C)ccc2C)CC1	111	0.2
CCc1ccc(S(=O)(=O)NCC(=O)O)cc1	101	-0.2
COc1ccc(NC(=O)Cn2nc(-c3ccccc3)c3cnc4ccc(C)cc4c32)cc1	103	-0.8
COc1ccccc1CNC(=O)Cn1c(=O)oc2cc(S(=O)(=O)NCc3ccccc3)ccc21	107	0.5
O=C(/C=C\c1ccc(-c2ccc(F)cc2)o1)Nc1ccc(N2CCOCC2)cc1	101	0
Cc1nc(SCCC(=O)O)c2ccccc2n1	100	-0.2
COc1ccc(CCNC(=O)c2cc3c(=O)[nH]c4ccc(C)cc4c3s2)cc1OC	105	-0.6
CCOc1ccc(NC(=O)C2CCN(S(=O)(=O)c3c(C)noc3/C=C/c3cccs3)CC2)cc1	101	-0.6
CC(C(=O)NCc1ccccc1)N1Cc2ccccc2C1=O (configuration not stated)	110	0.5
CCn1c(CN2C(=O)c3ccccc3C2=O)nc2cc(S(=O)(=O)N(C)C)ccc21	105	0.3
COc1ccc(-c2nc(SCC(=O)NCc3ccccc3Cl)n[nH]2)cc1	106	-0.4
CCc1ccc2nc(N(CCN(C)C)C(=O)c3cccs3)sc2c1	100	-0.6
Cc1[nH]c(=O)n(CN2CCN(c3ncc(C(F)(F)F)cc3Cl)CC2)c1C	105	0.1
Cc1ccc(-c2nc3nc(C)cc(N4CCN(c5cc(Cl)ccc5C)CC4)n3n2)cc1	104	-0.3
O=C(OCc1ccc2c(c1)OCO2)c1ccc(S(=O)(=O)N2CCCC2)cc1	101	0.2
CC(C)Cn1c(=O)c2sccc2n2c(CCCC(=O)N3CCN(c4ccc(F)cc4)CC3)nnc12	122	0.7
Cc1cc(C)cc(NC(=O)N2CCN(C/C=C/c3ccccc3)CC2)c1	102	-0.2
COC(=O)C1=C(N)OC(CC#N)=C(C(=O)OC)C1c1ccc(OC)c(OC)c1 (configuration not stated)	104	0.3

Molecules above containing a furan ring, fused or not (6):
SMILES	PV pol inh	PV pol inh FP z-score
Cc1noc(/C=C/c2ccccc2F)c1S(=O)(=O)N1CCC(C(=O)N(C)Cc2ccco2)CC1	110	0.7
COC(=O)C(C)Oc1ccc2oc(=O)cc(-c3cc4ccccc4o3)c2c1 (configuration not stated)	104	0.8
CC(C)(C)c1ccc(C(=O)N(Cc2ccc(F)cc2)Cc2ccco2)cc1	110	0.5
O=C(/C=C/c1ccco1)Nc1ccc(-c2cc3ccccc3oc2=O)cc1	104	0.8
S=C=NCc1ccco1	107	0.6
O=C(/C=C\c1ccc(-c2ccc(F)cc2)o1)Nc1ccc(N2CCOCC2)cc1	101	0

Continuation:
SMILES	PV pol inh	PV pol inh FP z-score
C(#Cc1ccccc1)CNCc1ccc2c(c1)OCO2	101	-0.2
Cc1ccc(N2C(=O)NC(=O)/C(=C/c3ccc(Br)o3)C2=O)cc1Cl	117	3.2
N#C/C(=C\c1cn(CC(=O)NCC2CCCO2)c2ccccc12)C(=O)NCC1CCCO1 (configuration not stated)	105	1.3
CCN(Cc1nc(-c2ccc(C)cc2)no1)C(=O)Nc1ccccc1OC	102	-0.7
Cc1ccc(NCC(O)c2ccc(Cl)cc2)cc1 (configuration not stated)	102	0.2
O=C(O)/C=C\C(=O)Nc1cccc(C(F)(F)F)c1	100	-0.3
Cc1ccc(NC(=O)N2CCc3c([nH]c4ccccc34)C2c2ccccc2F)c(Cl)c1 (configuration not stated)	103	-0.4
COc1ccc(-c2nc3cc(C)ccn3c2NC(=O)c2cccc(F)c2)cc1	100	-1.5
Cc1c(Cl)cccc1NC(=O)c1cccs1	100	-0.3
CCCSc1ncc(Cl)c(C(=O)N(Cc2ccc(Cl)cc2)Cc2ccco2)n1	106	-0.3
CCN(C(=O)c1ccc(C(=O)N(CC)c2ccccc2C)cc1)c1ccccc1C	109	0.8
CC1CCCCC1NS(=O)(=O)c1ccc(S(=O)(=O)N2CCN(c3ncccn3)CC2)cc1 (configuration not stated)	102	-0.4
CC1(C)Cc2ccccc2-c2nnc(SCC(=O)N3CCCCC3)n21	102	0
CCN(CC)C(=O)CSc1nnc2nnc3ccccc3n12	99	-0.7
CCn1c(SCC(N)=O)nnc1-c1ccoc1C	104	0.2
CCN(CC)S(=O)(=O)c1ccc(C(=O)N2CCN(c3ccccc3)CC2)cc1	103	-0.1
CCCSc1nnc2c(n1)OC(c1cccs1)Nc1ccc(Br)cc1-2 (configuration not stated)	104	-0.3
O=C1c2ccccc2C(=O)N1CCn1c(=O)oc2ccccc21	106	1.3
C/C(=N/OC(=O)c1ccccc1)C(=O)c1cccs1	100	-0.1
CC(C)CC(=O)Nc1cccc(-c2nnc(-c3cccc(NC(=O)CC(C)C)c3)o2)c1	102	0.1
CCCNC(=O)c1cc(=O)n(Cc2ccc(C)cc2)c2ccccc12	101	0
O=C(N1CCOCC1)N1CCN(c2ccccc2)CC1	99	-0.4
CCOc1ccc(CNC(=O)CCS(=O)(=O)c2cc3c4c(c2)CCN4C(=O)CC3)cc1	105	-0.1
Cc1cc2nc(-c3cccc(NC(=O)COc4ccc(Cl)c(C)c4)c3)oc2cc1C	109	1.3
CC(C)(C)SCC(=O)O	84*	-2.2*
OC1(c2ccco2)CSC(=Nc2cccnc2)N1C1CC1 (configuration not stated)	99	-0.5
COc1ccc(C(=O)N=c2sc3ccccc3n2C)cc1	106	0.5
Cc1cc(C)nc(N2CCNCC2)n1	102	0
COc1ccc(-c2nc(SCC(=O)NCCCc3ccccc3)n[nH]2)cc1	109	0.1
COc1ccc(-c2nn(CCC(=O)O)cc2C=C2C(=O)NC(=S)NC2=O)cc1OC	103	0.2
CC1=NN(c2nc3ccccc3s2)C(O)(C(F)(F)F)C1 (configuration not stated)	101	-0.1
COC(=O)c1cc(NC(=O)CCc2c(C)nc3nc(C)nn3c2C)cc(C(=O)OC)c1	104	-0.9
Cc1cccc(C)c1NC(=O)CSCc1cnn(-c2ccccc2)c1-n1cccc1	108	0.2
Cc1ccc(CCNC(=O)CCCn2nc(C)c3c(C)n(-c4ccccc4)nc3c2=O)cc1	105	-0.7
COc1cc(OC)c(NC(=O)Cc2c(C(=O)O)c(C)cn2C)cc1Cl	105	-0.2
COc1ccc(NC(=O)Nc2ccc(N3CCCC3=O)cc2)cc1OC	102	0
O=C(NCCc1ccccn1)c1ccccc1OCc1ccccc1	101	-0.2
O=S(=O)(c1ccc(Cl)cc1)N(CCc1ccccn1)c1ccc(Cl)cc1	110	0.7
CCN1CCN(c2cc(C)c3cc(NC(=O)c4cc(Cl)ccc4OC)ccc3n2)CC1	102	-0.3

Source: PubChem BioAssay (ICCB-Longwood Screening Facility, Harvard Medical School)
